Screening results (PubChem BioAssay)
Coupling enz: qHTS Assay for Inhibitors of Fructose-1,6-bisphosphate Aldolase from Giardia Lamblia: Coupling assay counterscreen; AID 2472, 2010; activity change, negative = inhibition, % at 58.2 µM, hits read low; actives 0.67% (n = 290,000); coupling enzyme system counterscreen, AmpLite Red fluorescence; in the data active = activity change below about -30%
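Coupling enzymes only (glyceraldehyde-3-phosphate) + compound, at 57.5 uM final, 10 min RT; add substrate/coupling/AmpLite Red mix, 20 min RT; fluorescence ex 525/em 598 nm. Actives flag coupling-system interference.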
USP2a inh: qHTS Assay for Inhibitors of Ubiquitin-specific Protease USP2a Using CHOP2 as the Reporter; Potency, µM (series often up to 38.3 µM), for the others: at the top dose activity change, negative = inhibition, most hits filed as inhibitors; USP2 core, Ub-CHOP2 coupled fluorogenic reporter, 485/531; actives 0.01% (n = 330,000); Ubiquitin carboxyl-terminal hydrolase 2 (Homo sapiens), O75604; AID 463254, 2010;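 also: potency is read from the fitted curve at half-maximal effect; plate controls were DMSO wells for no effect and full inhibition by NEM control for full effect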
Target sequence (O75604 whole entry, looked up): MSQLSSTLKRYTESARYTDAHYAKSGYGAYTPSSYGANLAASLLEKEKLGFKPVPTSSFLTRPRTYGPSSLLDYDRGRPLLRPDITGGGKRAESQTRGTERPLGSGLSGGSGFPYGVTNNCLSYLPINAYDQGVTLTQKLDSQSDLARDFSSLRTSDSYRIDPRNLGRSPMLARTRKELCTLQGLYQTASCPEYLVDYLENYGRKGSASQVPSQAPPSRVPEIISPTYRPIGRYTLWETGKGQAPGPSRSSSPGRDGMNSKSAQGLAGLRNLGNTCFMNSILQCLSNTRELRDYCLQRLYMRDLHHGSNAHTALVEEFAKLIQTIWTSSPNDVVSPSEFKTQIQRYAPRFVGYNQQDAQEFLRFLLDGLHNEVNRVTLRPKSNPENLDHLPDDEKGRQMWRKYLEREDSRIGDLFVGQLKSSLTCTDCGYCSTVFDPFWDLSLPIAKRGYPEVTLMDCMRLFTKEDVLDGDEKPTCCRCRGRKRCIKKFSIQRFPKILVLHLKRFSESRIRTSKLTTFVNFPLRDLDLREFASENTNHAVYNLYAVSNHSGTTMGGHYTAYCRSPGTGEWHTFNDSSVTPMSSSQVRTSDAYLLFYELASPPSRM
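Cell-free coupled assay: 10nM USP2 core preincubated 30min RT with compound in Tris-HCl pH 8.0/CaCl2/CHAPS buffer, then 25nM Ub-CHOP2 and 25nM reporter substrate; fluorescence (Ex 485/Em 531) read after 60min RT, normalized to NEM inhibition, concentration-response curves fitted.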
Chronic BCR inh: qHTS Assay to Find Inhibitors of Chronic Active B-Cell Receptor Signaling; ABC-DLBCL IkBa-CBG/CBR reporter, luminescence ratio, 4 h; Potency, µM (top dose mostly 46.1 µM), without a hit: at the top dose ratio change, negative = lower green/red ratio, usual class: inhibitors; actives 0.05% (n = 340,000); AID 493014, 2011; active = well fitted inhibition curve with a large enough effect in the signal ratio, with a control signal flat, not every such curve was filed as active; inconclusive = small, poorly fitted or top-dose-only effect, or effect the other way, or a change in a side signal; the % refers to the signal ratio;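 also: potency is read from the fitted curve at half-maximal effect; plate controls were basal doxycycline-induced cells for no effect and cells given 10 µM MG132 for full effect; MG132 reads +100%, hits lower the ratio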
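Cell line TMD8 (human ABC DLBCL), stably expressing tet-inducible CBG68-IkBa fusion and CBR; IMDM/0.5% FBS; cpd up to 46 uM; dox induction, 4 h, 37C/5% CO2; dual luminescence; green/red ratio; MG132 control.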
PKM2 act: qHTS Assay for Activators of Human Muscle isoform 2 Pyruvate Kinase; Pyruvate kinase PKM (Homo sapiens), P14618; purified PKM2, Kinase-Glo ATP luminescence, activation; response scale: 0% is enzyme alone, no compound; Potency, µM (titrated, usually from 57.5 µM), without a hit: top-dose activation, hits mostly activators; actives 0.34% (n = 260,000); AID 1631, 2009; also: potency is read from the fitted curve at half-maximal effect; nearly all actives have a fitted effect of over 55% in size
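Kinase-Glo luminescence reports ATP generated from ADP (0.1 mM) and PEP (0.5 mM) by purified hPK-M2 after 1 h at room temperature, pH 7.2 imidazole buffer; intermediate enzyme activity allows detecting inhibitors and activators.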
Giardia killer: Small Molecules that selectively kill Giardia lamblia: qHTS; Giardia lamblia trophozoite viability; activity change, % at 7.66 µM, hits read low; actives 0.15% (n = 340,000); AID 540267, 2011; in the data active = activity change below about -80%; inconclusive = between about -30% and that limit;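 also: parasites exposed to compound for two days anaerobically before the ATP read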
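Compounds were tested on trophozoites seeded at 100 cells/well and held 48 hrs at 37 deg C anaerobically. An ATP-based luminescent kit measured the remaining live cells.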
KCNH2 3.1 block: qHTS for Inhibitors of KCHN2 3.1: Mutant qHTS. U2OS KCNH2 3.1, thallium flux FluxOr; hits give low values. activity change, % (tested at about 1.8 µM). actives 0.95% (n = 340,000). AID 720553, 2013;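 active = maximum activity change below -70%; inconclusive = maximum activity change from -70% to -50%; inactive = maximum activity change above -50%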;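 also: thallium influx rate constant from kinetic fluorescence after stimulation buffer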
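Normalized rate constant (relative to positive and negative DMSO controls) derived from a 2 min kinetic fluorescence read after stimulation; U2OS cells expressing the 3.1 isoform via virus at 1.77 x 10^8 /mL.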
Eya2 inh: qHTS Assay for Inhibitors of the Phosphatase Activity of Eya2 | actives 0.006% (n = 330,000) | Protein phosphatase EYA2 (Homo sapiens), O00167 | Potency, µM (series often up to 76.9 µM), for inactives: at the top dose activity, negative = inhibition, actives largely listed as inhibitors | recombinant Eya2, OMFP fluorescence dephosphorylation (OMFP is methylfluorescein phosphate) | AID 488837, 2010; also: potency is read from the fitted curve at half-maximal effect
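Eya2 (0.2 uM) preincubated 10 min at ambient with compound, then OMFP substrate added at 50 uM; 10 min reaction in 50 mM HEPES pH 7.5, 50 mM NaCl, 5 uM MgCl2, 0.05% BSA, 1 mM DTT. Fluorescence read at Ex 485/Em 525 nm.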
KCNH2 WT inh: qHTS for Inhibitors of KCHN2 3.1: Wildtype qHTS; Voltage-gated inwardly rectifying potassium channel KCNH2 (Homo sapiens), Q12809; U2OS, BacMam KCNH2, thallium flux FluxOr; hits give low values; activity change, % at 1.84 µM; actives 0.37% (n = 340,000); AID 720551, 2013;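 active = maximum activity change below -70%; inconclusive = maximum activity change between -70% and -50%; inactive = maximum activity change above -50%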
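U2OS cells were transduced with wild-type KCNH2 virus (2.03 x 10^8 / mL) for 4 h at room temperature, then cultured overnight at 37 C. Thallium flux was read with FluxOr dye. Rate constants were normalized to DMSO controls.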
GALK inh: qHTS Assay for Inhibitors of Human Galactokinase (GALK); Purified GALK, Kinase-Glo residual ATP luminescence; Potency, µM (titrated, usually from 57.5 µM), without a hit: at the highest dose activity change, negative = inhibition, most hits filed as inhibitors; actives 0.007% (n = 270,000); AID 1868, 2009; also: potency is read from the fitted curve at half-maximal effect
Target sequence (P51570 whole entry, looked up): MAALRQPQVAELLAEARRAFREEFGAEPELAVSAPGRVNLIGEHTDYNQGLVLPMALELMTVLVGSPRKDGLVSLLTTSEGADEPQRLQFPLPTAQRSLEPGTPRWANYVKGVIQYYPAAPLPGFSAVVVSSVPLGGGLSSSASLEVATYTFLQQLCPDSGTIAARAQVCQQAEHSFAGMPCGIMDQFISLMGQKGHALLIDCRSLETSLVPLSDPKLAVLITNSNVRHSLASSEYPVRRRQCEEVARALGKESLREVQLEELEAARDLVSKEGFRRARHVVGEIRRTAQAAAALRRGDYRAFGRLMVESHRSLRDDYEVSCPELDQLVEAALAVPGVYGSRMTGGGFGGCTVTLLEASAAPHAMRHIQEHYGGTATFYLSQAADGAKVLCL
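GALK at 5 nM final was combined with compound, 35 uM ATP and 100 uM galactose in HEPES pH8.0 with MgCl2 and DTT. The reaction ran one hour at room temperature before luminescent ATP detection.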
B2AR arrestin: qHTS assay of beta-arrestin-biased ligands of beta2-adrenergic receptor; beta-arrestin recruitment to beta2AR, cell-based reporter; Potency, µM (top dose mostly 46.1 µM), for the others: at the highest dose activation, usual class: activators; actives 0.02% (n = 330,000);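 also: potency is read from the fitted curve at half-maximal effect; 0% = DMSO controls and full agonism = EC100 isoproterenol or metaproterenol; nearly all actives have a fitted effect of over 65% in size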
uPA surface inh: qHTS for Inhibitors of Cell Surface uPA Generation; cell surface uPA generation assay, qHTS; Potency, µM (top dose mostly 38.3 µM), for the others: at the highest dose activity change, negative = inhibition, most hits filed as inhibitors; actives 0.31% (n = 330,000); AID 540303, 2011; active = well fitted inhibition curve with a large enough effect; inconclusive = small, poorly fitted or top-dose-only effect; inactive = no such curve, though single readings can be large or run the other way; tested in mouse RAW 264.7 cells; also: potency is read from the fitted curve at half-maximal effect; nearly all actives have a fitted effect of over 55% in size
Numbers without * were called inactive; i = inactive; ? = inconclusive; . = not tested or not shown; [ ] = remark or other dose. Unless noted, calls follow the shape of the dose curve; as a rule, active = well fitted curve in the direction sought with a large enough effect; inconclusive = small, poorly fitted or top-dose-only effect, or another doubt; inactive = no such curve, though single readings can be large; an effect the other way counts as inactive or inconclusive. Unless noted, % is scaled to controls: 0 for no effect and ±100 for the full control effect.

structure	Coupling enz	USP2a inh	Chronic BCR inh	PKM2 act	Giardia killer	KCNH2 3.1 block	Eya2 inh	KCNH2 WT inh	GALK inh	B2AR arrestin	uPA surface inh
COc1ccc(OC)c(NC(=O)c2ccc(-c3cccs3)cc2)c1	-3	-5%	?	5%	-23	-24	4%	i	-1%	-0.2%	8%
COc1ccccc1/C=C/C(=O)NCc1cccnc1	0	3%	?	2%	16	-101*	0%	4	1%	-0.2%	?
Cc1nnc2c3ccccc3c(-c3cccs3)nn12	5	1%	-9%	1%	7	-85*	0%	-4	-6%	0.1%	1%
CCn1c(SCC(=O)NC(=O)c2ccccc2OC)nc2ccccc21	.	0%	1%	.	-6	8	6%	2	-4%	-0.2%	-1%
CC(C)CN(CC(C)C)CC(O)COc1ccc([N+](=O)[O-])cc1 (configuration not stated)	1	-2%	1%	-17%	-4	?	0%	-27	2%	-0.6%	13%
COc1cccc(/C=C/C(=O)NNC(=O)c2ccco2)c1OC	.	-1%	?	.	?	-22	2%	1	.	0.1%	2.8µM*
O=c1[nH]c(S)nc2sc3c(c12)CCCC3	9	0%	2%	-9%	0	-34	19%	-4	6%	0.4%	-17%
CCCc1[nH]nc2c1C(c1ccoc1)C(C#N)=C(N)O2 (configuration not stated)	-4	1%	?	6%	-11	0	3%	-5	.	-0.2%	-5%
CN1C(=O)c2ccc(C(=O)Nc3cccnc3)cc2C1=O	.	2%	1%	-9%	-13	-22	10%	2	7%	0.3%	4%
COCC(C)n1c(C)cc(C(=O)COC(=O)c2nn(C)c(=O)c3ccccc23)c1C (configuration not stated)	.	1%	-6%	.	-12	3	0%	-3	.	-0.9%	-5%
CCCn1cnc2cc(NC(=O)c3cccs3)ccc21	-2	2%	?	-4%	-20	9	3%	-1	0%	-0.2%	-8%
CCN(CC)S(=O)(=O)c1ccc(N)cc1	0	0%	0%	-4%	5	-1	-10%	4	1%	-0.9%	-6%
C[C@]12CCC(=O)C=C1C=C[C@@H]1[C@@H]2CC[C@@]2(C)[C@H]1CC[C@@]21CCC(=O)O1	3	-2%	-15%	.	17	2	-4%	1	1%	0.3%	-17%
CC(C)(C)[C@H]1CCC(=O)N([C@H](CSc2ccc(Br)cc2)Cc2ccccc2)CC1	.	-2%	-1%	.	2	16	0%	3	.	-0.1%	5%
O=C(NCc1ccco1)C(=O)NCc1ccccc1Cl	1	3%	?	-14%	7	-1	5%	3	0%	-0.5%	1%
Cc1ccc(N/C=C/C(=O)c2ccccc2)cc1C	1	0%	?	-13%	-18	-9	6%	-7	4%	?	-9%
O=C(Nc1ccnn1C1CCN(Cc2cccc(OCCO)c2)CC1)c1cccc(F)c1	4	-2%	-2%	1%	-28	-7	-13%	13	3%	-0.5%	-2%
CN(C)c1nc(-c2cccnc2)nc(-c2ccc(Cl)cc2)c1C#N	1	-1%	5%	0%	-10	7	-7%	-9	0%	-1.0%	5%
N#Cc1nc(-c2ccccc2)oc1NCCN1CCCCC1	-1	-3%	-13%	7%	-12	14	3%	-8	1%	-0.3%	-5%
COc1ccc(NC(=S)N2CCCC(c3nc4ccc(C)cc4[nH]3)C2)c(OC)c1 (configuration not stated)	0	0%	?	-6%	-3	-1	16%	.	4%	-0.7%	-21%
CCOC(=O)c1sc2nc(C)nc(Nc3ccccc3)c2c1C	1	-2%	-1%	-4%	-1	-1	0%	-1	0%	-0.8%	-5%
COc1ccc(NS(=O)(=O)c2ccc(O)c(C(=O)OCC(=O)N3CC(C)OC(C)C3)c2)cc1 (configuration not stated)	-2	0%	-2%	-3%	-6	-13	-3%	-2	9%	-0.5%	4%
CC(=O)N1CCN(CC(=O)Nc2cc(S(=O)(=O)N3CCCCC3)ccc2C)CC1	.	2%	1%	.	-4	-6	-16%	-3	.	-1.4%	-12%
O=C(CCCl)Nc1nc2c(s1)CCc1ccccc1-2	-9	-9%	?	.	-26	22	4%	-6	-3%	-1.1%	-14%
Nc1cccc(C(=O)Nc2ccco2)c1	-5	1%	-11%	-11%	?	2	7%	-10	-3%	-0.2%	0%
COc1cccc2c(C)c(C(=O)O)[nH]c12	-4	-4%	?	0%	-7	0	-19%	-1	-4%	0.1%	4%
CNC(=O)Nc1ccc(S(N)(=O)=O)cc1	1	0%	2%	1%	10	-3	2%	-3	-1%	-0.9%	-2%
O=C(Nc1ccc(F)cc1)Nc1cnccn1	1	2%	6%	3%	-12	22	0%	-10	-1%	9.5%	0%
COc1cccc(C(=O)NC2CCN(CC(=O)NCc3ccccc3OC)CC2)c1	3	2%	-2%	-3%	-21	-11	9%	-6	6%	0.1%	-2%
CCOc1ccc(C(=O)NNC(=O)CN2C(=O)NC3(CCCC3)C2=O)cc1	.	1%	2%	.	?	-4	6%	14	.	0.0%	1%
Cc1ccc(C(NC(=O)c2ccccc2S(C)(=O)=O)c2ccccc2)cc1 (configuration not stated)	0	-1%	4%	-7%	-7	-1	-9%	4	0%	0.5%	-7%
Cc1cc(C)cc(NC(=O)CSc2nnc(-c3ccccc3Br)o2)c1	0	4%	?	3%	-13	12	14%[15.4 µM]	1	1%	-0.6%	.
C=CCNC(=O)/C(=C\c1cccc([N+](=O)[O-])c1)NC(=O)c1ccccc1	-1	-8%	-2%	-11%	9	-9	1%	6	2%	-2.6%	0%
COc1cc(N2N=C(c3ccccc3)CC2c2ccccc2)c(C=O)cc1C=O (configuration not stated)	-4	0%	3%	5%	-4	-16	8%	-9	-7%	0.0%	5%
CCOC(=O)CC1COc2ccccc2N1C(=O)c1cccc([N+](=O)[O-])c1 (configuration not stated)	0	7%	0%	.	-6	12	9%	-14	-3%	0.2%	1%
Cc1[nH]c2ccccc2c1/C=C(/C#N)C(=O)NC(C)C	-7	0%	?	-1%	25	.	0%	-1	-1%	0.3%	-5%
COc1ccc(N2CCN(S(=O)(=O)c3ccc4c(c3)NC(=O)C(C)C(=O)N4)CC2)cc1 (configuration not stated)	3	3%	-7%	0%	-23	0	2%	3	.	0.1%	3%
CN(Cc1ccccc1)C(=O)c1ccc(NC(=O)Cc2cccc(NC(=O)C3CCN(C(=O)C4CCC4)CC3)c2)cc1	.	1%	-6%	.	9	18	-4%	-4	.	-0.9%	4%
CC(c1ccccc1)C(NC(=O)OCC1c2ccccc2-c2ccccc21)C(=O)O (configuration not stated)	.	-1%	2%	.	0	2	4%	-8	.	0.3%	-1%
CCN1CCN(CCC(=O)Nc2cccc(OC)c2)CC1	.	-1%	-3%	-2%	31[activator]	7	3%	10	-4%	0.3%	7%
S=C(NC1CC2CCC1C2)N1CCN(c2cccc(Cl)c2)CC1 (configuration not stated)	-2	1%	0%	-2%	0	-13	-18%	7	6%	0.2%	-5%
Cc1noc(C)c1C(=O)NC(C)c1ccc2c(c1)OCO2 (configuration not stated)	2	-1%	-1%	7%	8	-1	5%	8	-1%	-0.9%	5%
COCCNC(=O)Cn1c(=O)n(CCCCCC(=O)NCc2ccc3c(c2)OCO3)c(=O)c2sccc21	0	0%	-5%	-10%	.	.	1%	.	8%	-0.2%	.
O=C(N/N=C/c1ccco1)c1cccc(NC(=O)c2ccccc2Cl)c1	0	3%	?	0%	-8	-13	-2%	-5	0%	-0.2%	1%
CSc1cccc(NC(=O)CSc2ccccc2)c1	-2	1%	6%	1%	5	-2	-2%	-4	1%	-1.6%	2%
NC(=O)COC(=O)/C=C/c1ccc2ccccc2n1	-1	2%	?	?	8	-2	-1%	1	-7%	0.2%	-11%
CC(=O)c1c(NC(=O)c2ccccc2)[nH]c(-c2ccccc2)nc1=S	-4	4%	12%	1%	-12	-1	8%	3	0%	-0.1%	-2%
O=C(Nc1ccncc1)Nc1cc(Cl)ccc1Cl	0	2%	?	1%	-5	-8	-10%	-20	-11%	0.0%	-2%
